Source: PubChem
Shn3 inh set2: reduction of Shn3 3'UTR firefly luciferase signal, primary screen, Schnurri-3 inhibitor project, cell-based, Clone20 osteoblasts, set 2; AID 588674, 2011; actives 0.52% (n = 360,000); inhibition, % at 12.5 µM; Clone20 osteoblast Shn3 3'UTR firefly luciferase, 24 h;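 active means mean inhibition of at least 75% with every replicate also reaching 75%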;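 further: 0% = median of neutral control wells and 100% = pilot-screen positive control compound; some compounds past the cut are filed as inactive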
NR2E3 ag-1: inhibitors of NR2E3-RetCOR corepressor binding, primary screen, NR2E3 agonist project, biochemical, TR-FRET, GST-NR2E3, biotin-RetCOR | 1536-well | inhibition of corepressor binding, % at 4.78 µM | actives 0.12% (n = 320,000) | AID 2300, 2010;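 active means percent inhibition above the cutoff of mean plus 3 SD of all tested compounds, set per screening campaign, cut at about 20% in these data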;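 further: 0% = DMSO wells and 100% = biotin wells as full block of FRET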
Target sequence (Q9Y5X4 whole entry, looked up): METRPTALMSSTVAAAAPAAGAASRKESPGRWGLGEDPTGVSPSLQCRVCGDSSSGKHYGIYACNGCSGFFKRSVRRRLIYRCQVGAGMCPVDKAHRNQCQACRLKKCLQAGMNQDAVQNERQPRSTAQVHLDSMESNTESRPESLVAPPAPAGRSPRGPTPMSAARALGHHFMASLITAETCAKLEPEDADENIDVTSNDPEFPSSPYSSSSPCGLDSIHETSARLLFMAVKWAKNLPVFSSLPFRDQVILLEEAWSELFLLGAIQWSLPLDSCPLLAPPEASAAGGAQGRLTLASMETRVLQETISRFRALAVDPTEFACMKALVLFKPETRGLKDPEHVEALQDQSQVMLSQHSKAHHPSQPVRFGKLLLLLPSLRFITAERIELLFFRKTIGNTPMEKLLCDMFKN
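System: GST-tagged NR2E3 plus biotinylated RetCOR corepressor; Buffer or medium: pH 7.5 Tris-based buffer; Probe or stimulus: RetCOR corepressor, biotinylated, 7 nM; Doses: compound at 4.8 µM, single dose; Schedule: 5 h incubation at 4 °C; Technique: time-resolved FRET; Evaluation: percent inhibition of TR-FRET ratio; Replication: one well per compound, singlicate testing.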
HIF-2a inh: HIF-2a reporter inhibitors, primary screen, luminescence, 786-0 RCC cells; 786-0 RCC cells HIF-2a reporter, luciferase luminescence, overnight; inhibition, % at 18.8 µM; actives 0.72% (n = 360,000); AID 624352, 2012;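 active means inhibition of the luminescence signal of 40% or more relative to plate controls, in a single-dose primary screen at 18.75 µM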
KKLEB cytotox: cytotoxicity in KKLEB CF airway cells, primary screen, cytotoxicity control for CF NF-kB inhibitor project, cell-based, uHTS, fluorescence assay plates. KKLEB CF airway cells viability, ATPlite luminescence, overnight; stronger effect = lower value; cells stimulated with P. aeruginosa culture filtrate. activity change (cytotoxicity), % at 5 µM. actives 0.36% (n = 360,000). AID 602141, 2011;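 active means corrected activity change at or below -50% at 5 µM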
Peg3 promoter: Peg3 promoter-driven luciferase inhibitors, primary screen, cell-based, HeLa, luciferase luminescence; HeLa PEG-Prom luciferase reporter, overnight; inhibition, % at 20 µM; actives 1.7% (n = 360,000); AID 588405, 2011;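 active means inhibition of at least 50% at 20 µM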
MITF TRPM1 inh: inhibitors of MITF-dependent TRPM1 promoter reporter, primary screen, cell-based, SK-MEL-5, single point, luciferase. SK-MEL-5 TRPM1 promoter luciferase, 24 h. inhibition, % at 12.5 µM. actives 0.83% (n = 330,000);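 active means mean inhibition across replicates of 60% or more, whatever share of single replicates reaches that level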; further: values of inactives mirror those of a sister screen read the other way
NR2E3 ag-2: NR2E3 agonists in two-hybrid cells, primary screen, cell-based, luminescence, CHO-S, Gal4-NCOR/VP16-NR2E3; actives 0.35% (n = 360,000); Photoreceptor-specific nuclear receptor (Homo sapiens), Q9Y5X4; AID 602229, 2012; luciferase; inhibition of corepressor binding, % at 3.98 µM;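 active means inhibition above the mean of all tested compounds plus 3 SD, cut at about 70% in these data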;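 further: 0% = DMSO with NR2E3 transfected cells and 100% = cells lacking NR2E3 construct; higher means lower luciferase signal from less NR2E3 corepressor binding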
TRAIL sens C8: viability loss with TRAIL in NB7+C8 cells, primary screen, TRAIL sensitizer project, cell-based, ATPlite luminescence; inhibition (viability loss, TRAIL sensitization), % at 10 µM; AID 624354, 2012; actives 1% (n = 360,000);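 active means compounds causing at least 50% loss of cell viability in the single-dose screen, relative to plate controls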
TROY NFkB inh: inhibitors of TROY-driven NF-kB signaling, primary screen, Q293 LMP1-TROYcd cells, NF-kB luciferase, uHTS | actives 0.98% (n = 360,000) | inhibition, % at 10 µM | AID 1347056, 2019 | Q293 LMP1-TROYcd NF-kB luciferase reporter, 4 h;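 active means compounds whose plate-normalised and pattern-corrected inhibition of the luciferase reporter signal at the single screening dose is 50% or more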
TWEAK-Fn14 inh: inhibitors of TWEAK-Fn14 signaling, primary screen, luciferase reporter cells, uHTS; actives 2% (n = 360,000); inhibition, % at 10 µM; TWEAK-stimulated Fn14 reporter cells, luciferase luminescence, 8 h; AID 1159606, 2016; in the data active means inhibition above about 50%
CF NFkB inh: inhibitors of PAF-induced NF-kB signaling, primary screen, cell-based, GFP fluorescence, uHTS. KKLEB NF-kB-GFP reporter, GFP fluorescence overnight. inhibition, % at 5 µM. actives 0.86% (n = 360,000);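 active means at least 50% inhibition at 5 µM, scaled per plate between neutral and stimulator controls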;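 further: PAF is a Pseudomonas aeruginosa culture filtrate used as stimulus; plate controls were PAF-stimulated DMSO wells for no effect and unstimulated DMSO wells for full effect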
Numbers without * were called inactive; x = not tested or not shown; & = joins results of further samples; ! = a repeat was not active.

Screens in order: Shn3 inh set2 | NR2E3 ag-1 | HIF-2a inh | KKLEB cytotox | Peg3 promoter | MITF TRPM1 inh | NR2E3 ag-2 | TRAIL sens C8 | TROY NFkB inh | TWEAK-Fn14 inh | CF NFkB inh
#1 COc1ccc(-c2nnn(CC(=O)c3ccccc3)n2)cc1OC
  -7 | 2 | -14 | 10 | -9 | 0 | -16 | 4 | -23 | 4 | 0
#2 CCCNC(=O)COC(=O)/C(C#N)=C/c1cc(C)n(CCC)c1C
  -6 | 0 | -16 | 8 | -21 | -11 | -8 | 2 | -18 | 32 | -10
#3 CCOC(=O)CN1C(=O)C(=O)N(Cc2c(C)cc(C)cc2C)C1=O
  14 | -2 | 13 | 7 | -1 | 1 | -6 | 0 | 9 | 5 | -5
#4 COc1ccc(C(=O)c2c[nH]c(C(=O)NCC3CCCO3)c2)cc1 (stereo not given)
  -4 | 4 | -43 | 9 | -18 | -79 | -21 | -14 | -16 | -2 | -10
#5 CSCC[C@H](N)C(=O)N1CCC(C(=O)N[C@H](C)C(=O)Nc2ccc(C(C)C)cc2)CC1
  5 | 0 | 1 | 12 | 11 | 2 | -16 | -1 | -13 | -1 | -1
#6 O=C(c1ccc(Cl)c([N+](=O)[O-])c1)N(Cc1ccco1)C1CCS(=O)(=O)C1 (stereo not given)
  1 | 1 | -1 | 7 | 2 | -8 | 5 | -4 | -8 | 13 | 12
#7 O=C(O)c1ccccc1-c1ccccc1C(=O)Nc1ccc(-c2nc3cc(Cl)ccc3o2)cc1
  -37 | 2 | -215 | -1 | -174 | 4 | 14 | -5 | 30 | -4 | -3
#8 CCOC(CNC(=O)c1ccc2nc(N3CCC(C)CC3)sc2c1)OCC
  -24 | 0 | -71 | 5 | -204 | 18 | -106 | 21 | -27 | -18 | -2
#9 COc1ccc(CCC(C)NCc2ccc(C(F)(F)F)cc2)cc1 (stereo not given)
  9 | -2 | 12 | -11 | -2 | 4 | 4 | -8 | -2 | -14 | 4
#10 Cc1cccc(C)c1-n1nnnc1C(c1ccnc2ccccc12)N1CCN(C(=O)OCc2ccccc2)CC1 (stereo not given)
  x | x | 19 | x | x | x | -10 | 10 | 20 | 15 | x
#11 CCCNc1c(NC(=O)COc2ccc(Cl)cc2)c(=O)oc2ccccc12
  10 | 1 | 8 | -1 | 15 | 6 | 18 | -20 | 4 | -3 | -18
#12 COc1ccc(OC)c(NC(=O)CCN2CCC(C)CC2)c1
  4 | 6 | -6 | 7 | 6 | 0 | 12 | 0 | -2 | 0 | -3
#13 CC(C)CCNC(=O)CCSCCC(=O)NCCC(C)C
  2 | 1 | 12 | 18 | 14 | -8 | 15 | -2 | -14 | 2 | -8
#14 Cc1cccc(C)c1NC(=S)N(Cc1cccnc1)Cc1ccccc1Cl
  2 | 2 | 6 | 4 | -6 | 13 | -11 | 8 | 0 | -24 | -1
#15 CC(=O)N(C)c1ccc(NC(=O)c2ccc([N+](=O)[O-])cc2Cl)cc1
  1 | 2 | -6 | 10 | -20 | 6 | -4 | 3 | -4 | -11 | -19
#16 Nc1nnnn1N=C1CCCCC1
  10 | 1 | 13 | 7 | -6 | -5 | 1 | -9 | -22 | 20 | 0
#17 COC(=O)[C@@]1(Cc2ccc(F)cc2)[C@H]2c3cc(C(=O)N(C)C)n(Cc4ccc(C)c(F)c4F)c3C[C@H]2CN1C(=O)c1ccccc1
  x | x | -8 | x | x | x | -9 | 2 | 4 | 21 | x
#18 O=C(N/N=C/c1ccc(N2CCOCC2)cc1)c1cccs1
  -79 | 0 | -220 | 9 | -209 | -44 | -75 | 34 | -34 | -4 | -17
#19 CCCCC(CC)CNC(=O)c1ccc2c(c1)OCO2 (stereo not given)
  6 | 1 | -52 | 0 | -9 | 2 | 1 | 1 | -36 | -36 | 8
#20 COc1cccc(NC(=O)C(=O)c2cn(CC(=O)N3CCOCC3)c3ccccc23)c1
  5 | 2 | -121 | -11 | -121 | -38 | -39 | 36 | -36 | -36 | 17
#21 COc1ccccc1N(CN1CCCC1=O)C(=O)c1c(F)cccc1F
  -2 | 1 | 16 | 10 | 5 | 8 | -6 | -12 | -20 | -16 | 5
#22 O=[N+]([O-])c1cccc(Cl)c1N1CCOCC1
  6 | 1 | 9 | 0 | 7 | -7 | 4 | -2 | 6 | -3 | 0
#23 Cn1nc(C(=O)NCc2ccccn2)c2ccccc2c1=O
  -31 | 0 | 17 | 3 | 13 | -22 | -14 | 11 | -16 | -17 | -8
#24 Cn1c(-c2ccc(C#N)cc2)c(C#Cc2ccccc2)c2ccccc21
  -3 | x | -74 | 10 | -30 | 2 | -41 | 14 | -3 | -20 | -7
#25 CC(Sc1nncs1)C(=O)Nc1ccc(Cl)cn1 (stereo not given)
  9 | 0 | -4 | -8 | -12 | 5 | -21 | -1 | 6 | -12 | 3
#26 COc1ccc(OC)c(N2C(=O)CC(Cc3ccc(Cl)cc3)C2=O)c1 (stereo not given)
  4 | -1 | 20 | -10 | 11 | -2 | -15 | -1 | 4 | 9 | 5
#27 CC(C)(C)OC(=O)N(Cc1ccccc1)Cc1ccc(OCc2cccc(NC(=O)C3CC3)c2)cc1
  67 | x | -1 | 9 | 9 | 21 | -14 | 23 | 17 | 57* | 1
#28 CCOC(=O)c1c(-c2ccc(F)cc2)csc1NC(=O)CCN1C(=O)c2ccccc2C1=O
  2 | -5 | 19 | 10 | 15 | 7 | -10 | -5 | 9 | 1 | -1
#29 O=C(COC(=O)c1nc(Cl)ccc1Cl)Nc1cccc(S(=O)(=O)N2CCOCC2)c1
  1 | x | 6 | -10 | -4 | -3 | 6 | 19 | 19 | 16 | -14
#30 COc1ccc(NC(=O)c2ccc(CNS(=O)(=O)c3cccc(OC)c3)cc2)cc1
  9 | 0 | -3 | -8 | 7 | 2 | 6 | 16 | -1 | 4 | 1

Random excerpt: 3 entries already listed, in no set order.
Screens in order: Shn3 inh set2 | NR2E3 ag-1 | HIF-2a inh | KKLEB cytotox | Peg3 promoter | MITF TRPM1 inh | NR2E3 ag-2 | TRAIL sens C8 | TROY NFkB inh | TWEAK-Fn14 inh | CF NFkB inh
#8 CCOC(CNC(=O)c1ccc2nc(N3CCC(C)CC3)sc2c1)OCC
  -24 | 0 | -71 | 5 | -204 | 18 | -106 | 21 | -27 | -18 | -2
#7 O=C(O)c1ccccc1-c1ccccc1C(=O)Nc1ccc(-c2nc3cc(Cl)ccc3o2)cc1
  -37 | 2 | -215 | -1 | -174 | 4 | 14 | -5 | 30 | -4 | -3
#27 CC(C)(C)OC(=O)N(Cc1ccccc1)Cc1ccc(OCc2cccc(NC(=O)C3CC3)c2)cc1
  67 | x | -1 | 9 | 9 | 21 | -14 | 23 | 17 | 57* | 1

The list goes on.
no. | compound | Shn3 inh set2 | NR2E3 ag-1 | HIF-2a inh | KKLEB cytotox | Peg3 promoter | MITF TRPM1 inh | NR2E3 ag-2 | TRAIL sens C8 | TROY NFkB inh | TWEAK-Fn14 inh | CF NFkB inh
31 | CS(=O)(=O)N(CC(=O)NCCSc1ccc(Cl)cc1)c1ccc2c(c1)OCO2 | 22 | 0 | 2 | 11 | 4 | 7 | -9 | 3 | 13 | 5 | 0
32 | Cc1cccc(NC(=O)CN2CCN(C(=O)c3ccc(OCc4cn5ccccc5n4)cc3)CC2)c1C | 20 | 4 | -5 | -14 | 7 | 10 | -2 | -5 | 17 | -15 | 10
33 | CC(=O)/C=C(/C)NC(Cc1c[nH]c2ccccc12)C(=O)O (stereo not given) | 0&2 | -1&1 | -4&13 | 7&3 | 1&8 | 3&16 | 5&-4 | 20&-3 | 51*! | 1&13 | -4&3
34 | CCn1cnc2sc(C(=O)N3CCN(c4ccc(OC)cc4)CC3)c(C)c2c1=O | 4 | 3 | 10 | 2 | 18 | 3 | -8 | -5 | 4 | -26 | 17
35 | CCOC(=O)N1CCN(C(=O)C2CCC(=O)N(Cc3ccccc3OC)C2)CC1 (stereo not given) | -21 | x | -44 | -13 | -10 | x | -41 | 11 | -10 | -21 | 1
36 | CC(C)C[C@H]1CNC(=O)C(=O)N1C[C@@H]1CCCN1C[C@H](Cc1ccc(O)cc1)N1C[C@H](Cc2ccccc2)N(CC2CCCCCC2)C(=O)C1=O | x | x | 7 | x | x | x | 1 | -2 | 5 | 13 | x
37 | Cc1c(C(=O)NC2CCN(Cc3ccccc3)C2)oc2c(Cl)cccc12 (stereo not given) | 5 | -1 | 20 | -6 | 27 | -3 | -7 | -4 | -6 | -20 | 2
38 | Cc1ccc(C(=O)O/N=C(\N)c2ccccn2)cc1 | 44 | 1 | 62* | -22 | 107* | 67* | -75 | 95* | 84* | 103* | 9
39 | Cc1cccc(OCC(=O)NNC(=O)CCc2ccccc2)c1 | -39 | x | 12 | 2 | 16 | -1 | -12 | 0 | 8 | 5 | -6
40 | COc1ccc(OC)c(S(=O)(=O)Nc2cccc(-c3ccc(N4CCCCCC4)nn3)c2)c1 | 2 | 3 | -27 | -1 | -71 | -17 | -14 | 3 | 19 | 16 | -27
41 | O=C(Nc1ccccc1-c1nnc(SCc2ccccc2Cl)o1)c1ccccc1 | 21 | 1 | 6 | -2 | 4 | -4 | -34 | 10 | -14 | 15 | 12

Only MITF TRPM1 inh and HIF-2a inh, for 2 of the compounds above:
no. | Molecule | MITF TRPM1 inh | HIF-2a inh
39 | Cc1cccc(OCC(=O)NNC(=O)CCc2ccccc2)c1 | -1 | 12
31 | CS(=O)(=O)N(CC(=O)NCCSc1ccc(Cl)cc1)c1ccc2c(c1)OCO2 | 7 | 2

These rows are one share of the data, so the mix of outcomes need not match the whole.
